Compound activity deposited in PubChem by several laboratories.
Anthrax LF inh2: blocks Bacillus anthracis lethal factor protease; 360,000 tested, 0.12% active; P15917; multiplex microsphere protease cleavage assay, LF; inhibition, % at 10 µM; note: plate controls were buffer without enzyme for full effect and enzyme alone for no effect
BioA inh: BioA (M. tuberculosis) enzyme inhibition. 360,000 tested, 0.096% active. purified M. tuberculosis BioA enzyme, plate reader. AID 602481. inhibition, % at 9.99 µM; in the data active = inhibition above about 40%; inconclusive = no clear call, values can overlap the other calls
Mtb UGM inh: inhibitors of M. tuberculosis UDP-galactopyranose mutase; inhibition, % at 10 µM; 320,000 tested, 0.06% active; AID 504406; purified UGM, fluorescence polarization probe displacement; P9WIQ1; in the data active = inhibition above about 10%, passing the limit was not always enough; inconclusive = no clear call, values can overlap the other calls
Target sequence (P9WIQ1 whole entry, looked up): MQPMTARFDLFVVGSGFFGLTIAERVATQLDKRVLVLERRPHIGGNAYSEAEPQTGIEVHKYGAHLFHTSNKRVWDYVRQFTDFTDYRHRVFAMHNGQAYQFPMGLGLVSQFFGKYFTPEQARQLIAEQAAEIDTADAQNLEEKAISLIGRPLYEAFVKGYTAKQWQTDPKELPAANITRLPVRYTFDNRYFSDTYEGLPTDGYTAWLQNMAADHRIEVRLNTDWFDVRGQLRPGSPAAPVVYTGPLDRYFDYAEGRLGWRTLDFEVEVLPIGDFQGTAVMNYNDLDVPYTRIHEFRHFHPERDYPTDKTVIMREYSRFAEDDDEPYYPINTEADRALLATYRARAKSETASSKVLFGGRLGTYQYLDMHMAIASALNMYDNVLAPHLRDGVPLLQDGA
BoNT F protease: blocks Botulinum neurotoxin F light chain protease. Multiplex microsphere protease cleavage assay, flow cytometry. inhibition, % at 10 µM. AID 588497. 360,000 tested, 0.22% active; in the data active = inhibition above about 35%, passing the limit was not always enough; inconclusive = no clear call, values can overlap the other calls; note: plate controls were buffer without enzyme for full effect and enzyme alone for no effect
Mtb FBA inh: inhibitors of M. tuberculosis fructose-bisphosphate aldolase; P9WQA3; purified M. tuberculosis FBA, fluorescence read-out; inhibition, % at 1 µM; 360,000 tested, 2.3% active; AID 588726; in the data active = inhibition above about 27%;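 note: 0% = vehicle and 100% = reference inhibitor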
Target sequence (P9WQA3 whole entry, looked up): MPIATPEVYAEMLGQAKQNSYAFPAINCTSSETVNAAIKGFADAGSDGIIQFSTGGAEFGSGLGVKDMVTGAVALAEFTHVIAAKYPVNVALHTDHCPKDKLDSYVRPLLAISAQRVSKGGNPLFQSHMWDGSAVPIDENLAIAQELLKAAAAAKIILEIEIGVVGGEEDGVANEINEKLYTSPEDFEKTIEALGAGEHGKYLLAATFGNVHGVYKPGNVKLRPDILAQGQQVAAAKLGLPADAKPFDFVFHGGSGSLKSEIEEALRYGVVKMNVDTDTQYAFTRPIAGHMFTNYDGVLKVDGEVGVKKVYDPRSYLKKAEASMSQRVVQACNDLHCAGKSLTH
BoNT-A LC inh2: blocks Botulinum neurotoxin A light chain protease; inhibition, % at 10 µM; 360,000 tested, 0.17% active; multiplex microsphere protease substrate cleavage, flow cytometry; AID 588499; note: plate controls were buffer without enzyme for full effect and enzyme alone for no effect
FadD28 binding: blocks FadD28 binding to the bisubstrate probe; fluorescence polarization; inhibition, % at 12.5 µM; 360,000 tested, 0.22% active; AID 588549; in the data active = inhibition above about 8.5%, passing the limit was not always enough; inconclusive = no clear call, values can overlap the other calls
GDH-TPI counter: counter-screen for M. tuberculosis FBA inhibitors: GDH-TPI coupled enzymes; 360,000 tested, 1.2% active; inhibition, % at 4.8 µM; GDH-TPI coupled enzyme counterscreen, NADH absorbance; AID 588335; in the data active = inhibition above about 30%;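 note: 0% = DMSO wells and 100% = wells lacking the enzyme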
PfHsp40 rescue: compounds rescuing yeast from Plasmodium falciparum HSP40 toxicity; 340,000 tested, 0.68% active; S. cerevisiae expressing PfHsp40, growth rescue, ATP luminescence; growth rescue, % at 12.5 µM; in the data active = growth rescue above about 28%, passing the limit was not always enough; inconclusive = no clear call, values can overlap the other calls;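 note: yeast W303a lacking pdr1 and pdr3 grown in galactose medium; growth measured after three days at 30 °C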
* = called active by the depositor; ? = inconclusive; . = no result given; & = joins results of further samples. Cut-off read from the data, not from the text of the source, unless noted: active = inhibition above about 30%; inconclusive = no clear call, values can overlap the other calls; inactive = below that.

compound	Mtb UGM inh	PfHsp40 rescue	FadD28 binding	BoNT F protease	BioA inh	Anthrax LF inh2	Mtb FBA inh	BoNT-A LC inh2	GDH-TPI counter
Cc1ccc(Cl)cc1N(Cc1ccc(C(=O)NCc2cccnc2)cc1)S(=O)(=O)c1ccccc1	1.1	-0.3	-3.1	2	2.7	0	-3	?	1
O=C1OC(N2C(=O)CC[C@H]2C(=O)NCC2CCCO2)c2ccccc21 (some centres not stated)	-0.9	-1.0	-2.1	-2	-0.8	3	3	-0.1	3
CCc1ccc(C(=O)C(C)OC(=O)C2COc3ccccc3O2)cc1 (configuration not stated)	-1.7	-0.5	-3.9	-2	.	-1	1	-0.3	4
COc1ccc(C(=O)N2CCc3cc(OC)c(OC)cc3C2)cc1OC	1.6	0.5	-4.1	-1	13	0	-1	0.3	-5
CN(C)CCNc1ncnc2c1ncn2[C@H]1CN(C)C[C@@H](CO)O1	.	.	-1.7	-12	-2.1	-9	-2	-1.0	7
CN(C)CCn1c(=O)n(-c2cccc(Cl)c2)c(=O)c2c3c(sc21)CCCCC3	1.2	-0.4	-3.0	-4	.	0	3	-0.2	-4
Cc1c(NC(=O)CSc2ccccc2Cl)c(=O)n(-c2ccccc2)n1C	0.6	0.6	-3.4	2	-0.2	1	0	0.1	1
Cc1ccc(-c2nc(CN3CCN(C(=O)C4CCCO4)CC3)cs2)cc1 (configuration not stated)	-0.4	1.0	0.4	-4	-5.5	10	6	0.8	-3
Cc1ccc(Cn2nc(C)cc2C(=O)Nc2ccc(Cl)cc2)cc1	-1.0	.	-1.6	?	-0.5	6	-2	1.2	5
Cc1ccc(-c2nn(C)c(=O)c3ccccc23)cc1CNC(=O)c1ccccc1	0.7	.	-2.2	.	0.8	.	-1	.	1
O=C(N/N=C1\CC2CC=CC12)c1ccc(O)cc1 (configuration not stated)	-1.4	0.7	-4.6	1	-0.3	-8	1	0.4	5
COc1ccc(N2CCN(c3cc(C)nc4ccc(OC)cc34)CC2)cc1	-0.3	0.6	-3.7	3	-0.2	-4	1	0.8	-1
Cc1ccc(S(=O)(=O)N2CCCC2C(=O)N2CCCCCC2)cc1 (configuration not stated)	4.8	16	0.4	4	-2.7	0	-4	-0.1	-2
O=C(NC(=S)N1CCCc2ccccc21)c1ccccc1	-0.3	0.1	-4.1	2	.	8	2	2.7	3
CC1CN(Cc2ccco2)C(=S)NC1=O (configuration not stated)	.	-0.3	-1.0	3	-0.5	1	0	-0.3	6
Cn1c(=O)c2c(nc(NC3CCCCC3)n2CC(O)COc2ccccc2)n(C)c1=O (configuration not stated)	0.6	0.4	0.4	-11	3.6	-3	2	-1.0	8
COc1ccc(Br)cc1CN1CCCC(C(=O)N2CCCCCC2)C1 (configuration not stated)	-0.9	-0.8	-1.5	-6	.	0	-3	-0.2	-1
CC(C)C(C(=O)Nc1ccccc1)N1C(=O)c2ccccc2C1=O (configuration not stated)	0.7	0.4	-3.6	-2	1.9	-1	1	-0.4	-2
CCOc1cccc2sc(N(CCCN(C)C)C(=O)c3ccc(C(=O)c4ccccc4)cc3)nc12	0.2	-1.8	-3.7	0	-1.5	0	1	-1.1	1
COc1ccc(C(=O)Cn2nnc(-c3cccs3)n2)cc1	-2.5	0.6	4.7	3	-0.7	-7	1	0.0	5
COc1cccc(C(=O)N(CN2CCCC2=O)c2ccccc2OC)c1	3.7	-1.5	-1.8	0	-1.6	-6	0	0.3	1
C=C1C[C@@]23CCC4[C@@](C)(CCC[C@@]4(C)C(=O)O)C2CC[C@]1(O)C3 (some centres not stated)	-1.2	5.6	-0.4	-2	-1.4	-1	1	-1.4	5
COC(=O)c1ccc(OCC(O)CNCC(c2ccc(OC)cc2)N(C)C)c(OC)c1 (configuration not stated)	-3.2	-0.6	.	1	-0.8	2	3	0.4	-2
COc1c2ccoc2nc2c(OC)cccc12	-2.5	0.8&-0.8	-1.0	-3	-1.2&-3.3	-1	55*	0.3	14
Cc1onc(-c2ccccc2)c1C(=O)NCC1COc2ccccc2O1 (configuration not stated)	.	0.5	-0.6	1	-1.4	7	1	0.3	-2
CCCCC(=O)Nc1nnc(CCOC)s1	-0.7	-1.6	-2.1	-4	.	2	-1	-0.2	10
CCn1c(CNC(=O)Cc2ccc(OC)cc2)nnc1SCC(=O)Nc1nccs1	-0.7	-2.2	-1.8	-2	-0.1	1	-1	-0.1	14
CCN(CC)C(=O)C1=C(C)NC(=O)NC1c1c(F)cccc1Cl (configuration not stated)	0.2	0.2	-3.0	-7	-1.9	-4	2	-1.3	1
CCN(CC)c1ccc(NC(=O)CSc2nc(C)cc(=O)[nH]2)cc1	3.3	1.1	0.5	-9	-0.8	-7	2	0.0	-6
CCOc1ccc(N2CC(C(=O)NCCc3ccc(S(N)(=O)=O)cc3)CC2=O)cc1 (configuration not stated)	-0.7	-1.8	-1.3	4	-0.8	10	-1	0.2	-6

Single values from the list:
`COc1ccc(N2CCN(c3cc(C)nc4ccc(OC)cc34)CC2)cc1` – PfHsp40 rescue: 0.6
`CN(C)CCn1c(=O)n(-c2cccc(Cl)c2)c(=O)c2c3c(sc21)CCCCC3` – Mtb UGM inh: 1.2

Other compounds.
compound	Mtb UGM inh	PfHsp40 rescue	FadD28 binding	BoNT F protease	BioA inh	Anthrax LF inh2	Mtb FBA inh	BoNT-A LC inh2	GDH-TPI counter
Cc1nc2ncnn2c(C)c1CCC(=O)N1CCOCC1	-0.9	0.3	-4.0	5	-0.3	-5	-3	1.5	-9
CC(=C/c1ccccc1)/C=N/NC(=O)c1cccs1	1.4	.	-6.8	?	2.2	-16	-3	-3.2	29
COc1cccc(C=Nc2ccc3c(c2)OCCO3)c1O	-2.7	0.5	-1.2	2	3.1	-2	-6	0.0	6
COc1ccc(NC(=O)c2ccc3ncsc3c2)cc1	2.5	-0.1	.	-16	2.2	25	1	-3.9	1
COc1ccc(-c2c(C)oc3cc(O)cc(O)c3c2=O)cc1OC	-1.3	0.3	-2.5	0	1.6	0	-4	-1.0	8
COc1ccccc1NC(=O)C1CCN(S(=O)(=O)c2ccc3c(c2)NC(=O)C(C)S3)CC1 (configuration not stated)	-1.9	-0.5	2.0	-4	-10	1	4	0.4	0
CC1CC1C(=O)OCC(=O)Nc1ncc(Cl)cc1Cl (configuration not stated)	5.4	0.2	-0.4	.	-0.7	.	-1	.	5
CCc1cccc(NC(=O)CN(c2ccc(OC)cc2)S(=O)(=O)c2c(C)n[nH]c2C)c1	0.6	1.7	-1.9	0	.	2	-3	1.2	16
O=C(/C=C/c1ccco1)Nc1cccc(S(=O)(=O)N2CCOCC2)c1	0.9	1.0	-3.9	-4	3.0	1	-2	0.2	16
O=C(Cn1nc(-c2cccc(Cl)c2)ccc1=O)Nc1ccccc1Br	-0.7	-0.4	-0.6	-4	0.3	-5	6	-1.7	9
CCOc1ccc(-c2cccc(NC(=O)c3cccs3)c2)nn1	-0.5	-1.6	-6.1	.	5.9	.	-1	.	-7
Cn1nnnc1SCCNCc1cccc2ccccc12	-1.9	0.8	-0.6	-1	0.5	-3	1	-0.4	-8
CCOc1ccc(OCCC(=O)OCC(=O)N(CC)c2c(N)n(Cc3ccccc3)c(=O)[nH]c2=O)cc1	.	1.3	-0.9	-12	-0.7	1	-1	-1.0	5
CCn1c2ccccc2c2cc(/C=N/n3c(-c4cc(C)[nH]n4)n[nH]c3=S)ccc21	-3.0	5.4	-6.7	?	.	-14	7	?	21
CCC1(Cc2ccccc2)C(=O)NC(=S)N(C)C1=O (configuration not stated)	.	-0.3	-1.5	-5	.	-4	3	0.1	1
COc1ccc(C)cc1S(=O)(=O)N(C)CC(=O)NC1CCCC1	-0.5	0.9	-3.8	-4	.	1	-1	-0.1	1
C/C(=N\N1CCN(c2ccccc2)CC1)c1ccc(O)cc1	.	0.5	-2.6	-4	0.1	4	1	-4.3	1
NNC(=O)c1nn(-c2ccc(Cl)cc2)cc1O	-1.0	-0.2	-2.4	-2	-0.7	4	2	2.8	11
COc1cc2[nH]c(=S)n(CCN3CCCCC3C)c(=O)c2cc1OC (configuration not stated)	-1.9	0.8	0.2	-7	-2.3	-9	2	-0.9	3
Cc1ccc(C2CC(=O)Oc3cc(C)cc(C)c32)cc1 (configuration not stated)	.	2.2	-3.2	-4	3.3	-3	-1	0.1	0
CCOC(=O)NC(C(Cl)(Cl)Cl)S(=O)(=O)c1ccccc1 (configuration not stated)	2.3	0.2	-4.3	?	.	3	-4	-2.9	2
CC(C)[C@H]1C(=O)Nc2ccccc2N1C(=O)N[C@@H](Cc1ccccc1)C(=O)N[C@H](C(=O)O)c1ccccc1	-2.0	-2.7	-3.3	-10	-0.1	3	1	-0.6	-2
CC(C)n1c(-c2cccs2)nc2ccccc21	2.0	-0.3	-2.4	-2	-0.7	2	32*	0.1	14
c1ccc(-n2c(-c3ccncc3)nnc2N2CCOCC2)cc1	-0.4	1.3	-1.7	-5	0.7	-1	5	-0.6	4
CC1CCCN(C(=O)c2nn(C)c3c2CS(=O)(=O)c2ccccc2-3)C1 (configuration not stated)	0.2	0.1	-1.4	3	-5.0	-3	1	-0.9	6
Cc1ccccc1C(=O)Nc1ccccc1N1CCCCC1	-1.0	0.1	-0.1	-5	.	0	2	0.3	5
N#Cc1nc(COc2ccc(-c3ccccc3)cc2)oc1NCc1cccnc1	0.4	0.1	-3.6	0	-2.2	0	1	0.0	-1
CC(=O)Nc1cccc(-c2ccnc3c2CC(C)(C(=O)Nc2cccc(C(C)=O)c2)O3)c1 (configuration not stated)	.	.	-3.6	-9	5.9	5	3	1.9	-4
CC1CC(Nc2ccccc2N)=CC(=O)O1 (configuration not stated)	-1.6	1.3	0.5	-14	0.8	-6	1	0.4	2
O=C(CCN1C(=O)c2ccccc2S1(=O)=O)Nc1cccc2ccccc12	4.5	0.7	-3.9	4	.	-6	1	0.1	-10
CC(C)C1S/C(=N/N=C/c2cccs2)NC1=O (configuration not stated)	1.2	-0.8	-2.5	-2	.	-2	-2	-0.3	21
COc1cc(OC)c(C(=O)Nc2ccncc2)cc1OC	1.5	19	2.0	.	0.2	.	1	.	5
